# Assay outcomes: PubChem, National Center for Advancing Translational Sciences (NCATS)
# a7 integrin act: activators of alpha7 integrin expression for muscular dystrophy; alpha7betagal myoblasts, beta-gal FDG fluorescence, 48 h; Potency, µM (top dose mostly 38.3 µM), inactives show at the top dose activation, most hits filed as activators; 350,000 tested, 0.064% active; AID 624291;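 note: potency is the fitted concentration of half-maximal effect; 100% = response of the positive control SU9516; nearly all actives have a fitted effect of over 60% in size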
#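 Alpha7betagal+/- myoblasts (passage 13) were plated 16-24 hr, then exposed to compounds (1:260 dilution of DMSO stock) for 48 hours at 37C. After MPER lysis, β-galactosidase reporter activity was read as FDG fluorescence (ex 480/em 540) after 30 minutes.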
# TCR activator: activates T cell receptor signaling. primary human leukocytes, anti-CD3, IL-2 HTRF, 48 h. Potency, µM (highest dose often 9.22 µM), without a hit: at the highest dose activation of IL-2 secretion, usual class: activators. 330,000 tested, under 10 active. AID 504894; note: % of control where 0% means no effect
#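 TCR engagement came from a-CD3 beads alone, with compounds added to primary human leukocytes for 48 hr. Secreted IL-2 bridged europium cryptate- and d2-labelled anti-IL-2 antibodies, giving FRET emission at 665nm after 320nm excitation.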
# A-T KAP1 phos: potential ataxia-telangiectasia treatment; […] A-T fibroblasts, KAP-1 phosphorylation AlphaLISA; neocarzinostatin DNA damage 30 min before lysis; 320,000 tested, 0.19% active; Potency, µM (top dose mostly 57.5 µM), for the others: at the top dose activation, most hits filed as activators; note: potency is the fitted concentration of half-maximal effect; % of control where 0% means no effect; nearly all actives have a fitted effect of over 45% in size
#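 ATM-like activity read as KAP-1 phosphorylation via AlphaLISA donor/acceptor antibody pairs after lysis and 6 hr at 25C. Cells were ATM-null patient fibroblasts ([…], hTERT), dosed 60 min, then exposed to the DSB inducer NCS for 30 min.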
# TRPV1 ag: agonists of human vanilloid receptor 1 (TRPV1) | AID 540275 | Q8NER1 | TRPV1-expressing cells, Fluo-8 calcium influx, agonist mode | activation, % at 8.33 µM | 320,000 tested, 0.19% active; in the data active = activation above about 80%; inconclusive = between about 30% and that limit; note: 0% is about no effect
#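 Fluo-8 calcium influx in TRPV1-expressing cells, kinetic read (ex 480/em 520 nm). Compound added and read 3 min for agonist activity, followed by capsaicin at EC20 final and 2 min further read for enhancement.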
# ELG1 DNA repair: blocks ELG1-dependent DNA repair in HEK293T cells. HEK293T ELG1-luciferase reporter, luminescence, 16 h; DNA damage induced by 5-fluorouridine. Potency, µM (highest dose often 46.1 µM), for inactives: top-dose activity change, negative = inhibition, usual class: inhibitors. 330,000 tested, 2.3% active; note: potency is the fitted concentration of half-maximal effect; % is set by controls: 0 for no effect and ±100 for the full control effect; nearly all actives have a fitted effect of over 55% in size
#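 In this reporter screen, reduction of luminescence relative to DMSO vehicle indicated activity. Compounds and 5-fluorouridine were added together to 2,000 cells per well, incubated for 16 hr at 37 °C, then developed with ONE-Glo.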
# BRCA1 expr up: activators of BRCA1 expression; 380,000 tested, 1.1% active; Potency, µM (top dose mostly 46.1 µM), inactives show top-dose activation, actives largely listed as activators; MCF7-BRCA1-FFLuc reporter, luminescence, 48 h; response scale: scaled: vehicle 0%, 10 µM genistein 100%; note: potency is the fitted concentration of half-maximal effect; nearly all actives have a fitted effect of over 80% in size; some results filed as inactive show a strong effect at the top dose
#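 Reporter cells (MCF7, BRCA1 promoter-firefly luciferase) received library compounds across a concentration series for 48 h. End-point luminescence was measured and concentration-effect curves derived after normalization.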
# MLL CXXC-DNA inh: inhibitors of human MLL CXXC domain-DNA interaction | AID 2662 | MLL-CXXC / FITC-HOXA9 DNA fluorescence polarization | Potency, µM (doses to about 115 µM), without a hit: at the highest dose activity change, negative = inhibition, most hits filed as inhibitors | 290,000 tested, 0.037% active | Q03164; active = well fitted inhibition curve with a large enough effect in the polarisation, with a control signal flat, not every such curve was filed as active; inconclusive = small, poorly fitted or top-dose-only effect, or effect the other way, or a change in a side signal; inactive = no such curve, though single readings can be large or run the other way; the % refers to the polarisation; note: potency is the fitted concentration of half-maximal effect
#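 Purified MLL-CXXC (added from a 7 uM solution) was preincubated 5 min at ambient with pinned compounds in 50 mM Tris-HCl pH 7.5, 50 mM NaCl, 1 mM DTT, 0.05% BSA. Fluorescein-labeled HOX-A9 DNA (50 nM solution) followed, 30 min, then polarization read.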
# p53 reactivation: restores transcriptional activity of mutant p53; H1299 p53-A138V BP100-luciferase reporter, luminescence, 24 h; AID 504706; Potency, µM (titrated, usually from 92.2 µM), inactives show at the top dose activity change, positive = activation, hits mostly activators; 320,000 tested, 0.063% active; note: potency is the fitted concentration of half-maximal effect; % of control where 0% means no effect; nearly all actives have a fitted effect of over 45% in size
#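 H1299 (p53-null), stable ts p53-A138V + BP100-Luc; 1000 cells/well, Opti-MEM/10% FBS; cpd 4 pt, 1:5; 24 h, 37 deg C, 5% CO2; detection reagent 10 min RT; luminescence.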
# B2AR arrestin: agonists driving beta-arrestin recruitment to human beta2-adrenergic receptor; beta-arrestin recruitment to beta2AR, cell-based reporter; Potency, µM (doses to about 46.1 µM), without a hit: at the highest dose activation, usual class: activators; 330,000 tested, 0.02% active;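 note: potency is the fitted concentration of half-maximal effect; 0% = DMSO controls and full agonism = EC100 isoproterenol or metaproterenol; nearly all actives have a fitted effect of over 65% in size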
# Target sequence (P07550 whole entry, looked up): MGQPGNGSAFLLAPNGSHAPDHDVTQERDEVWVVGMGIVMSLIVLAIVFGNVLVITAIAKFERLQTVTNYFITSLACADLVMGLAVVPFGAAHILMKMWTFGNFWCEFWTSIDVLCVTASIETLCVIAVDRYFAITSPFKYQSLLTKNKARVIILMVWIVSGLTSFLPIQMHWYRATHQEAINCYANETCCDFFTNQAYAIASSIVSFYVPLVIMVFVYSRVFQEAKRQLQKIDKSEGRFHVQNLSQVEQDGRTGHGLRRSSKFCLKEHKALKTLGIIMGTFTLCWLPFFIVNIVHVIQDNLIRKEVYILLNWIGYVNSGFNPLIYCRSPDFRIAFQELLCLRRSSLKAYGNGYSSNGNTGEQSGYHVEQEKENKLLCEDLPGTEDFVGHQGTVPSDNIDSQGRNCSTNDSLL
# PTAP TSG101 blk: blocks PTAP/TSG101 interaction to inhibit HIV-1 budding | Q99816 | Fluorescence polarization, FITC-PTAP peptide / Tsg101 binding | Potency, µM (titrated, usually from 115 µM), for inactives: at the top dose activity change, negative = inhibition, hits mostly inhibitors | 340,000 tested, under 10 active; active = well fitted inhibition curve with a large enough effect in the main read-out, with a control signal flat, not every such curve was filed as active; inconclusive = small, poorly fitted or top-dose-only effect, or effect the other way, or a change in a side signal; inactive = no such curve, though single readings can be large or run the other way; note: potency is the fitted concentration of half-maximal effect; % of control where 0% means no effect
# Target sequence (Q99816 whole entry, looked up): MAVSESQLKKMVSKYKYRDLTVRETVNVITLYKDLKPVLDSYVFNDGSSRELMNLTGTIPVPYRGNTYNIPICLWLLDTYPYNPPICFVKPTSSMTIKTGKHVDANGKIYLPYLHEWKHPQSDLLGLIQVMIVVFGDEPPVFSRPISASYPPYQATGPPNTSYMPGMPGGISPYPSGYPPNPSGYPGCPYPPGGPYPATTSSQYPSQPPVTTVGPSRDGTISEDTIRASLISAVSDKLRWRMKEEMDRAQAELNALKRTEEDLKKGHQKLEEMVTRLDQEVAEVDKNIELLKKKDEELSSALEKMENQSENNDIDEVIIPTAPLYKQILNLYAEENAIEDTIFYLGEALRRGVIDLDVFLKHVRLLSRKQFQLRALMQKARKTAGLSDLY
#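 Tsg101 binding domain (10 uM final) was mixed with compound and a FITC-labeled PTAP peptide (50 nM final) in HEPES pH 7.5 buffer with NaCl, Tween 20, EDTA and TCEP; fluorescence polarization was read after 20 min at r.t.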
# Starred values were filed as active, the others as inactive; ? = inconclusive; . = not tested or not shown; [ ] = another dose, or the depositor's remark. Unless noted, calls come from the whole dose curve; as a rule, active = well fitted curve in the direction sought with a large enough effect; inconclusive = small, poorly fitted or top-dose-only effect, or another doubt; inactive = no such curve, though single readings can be large; an effect the other way counts as inactive or inconclusive.
SMILES,a7 integrin act,TCR activator,A-T KAP1 phos,TRPV1 ag,ELG1 DNA repair,BRCA1 expr up,MLL CXXC-DNA inh,p53 reactivation,B2AR arrestin,PTAP TSG101 blk
O=C(CCc1nc2ccccc2c(=O)[nH]1)Nc1cc(C(F)(F)F)ccc1N1CCOCC1,-1%,-25%,11%,-3,?,-66%,.,-8%,-0.2%,-1%
Cc1ccc(Cn2nc(C)c(NC(=O)c3cc(C)no3)c2C)cc1,14%,1%,1%,-1,-4%,-6%,-7%,-4%,0.1%,-6%
CCc1cc2c(=O)c(-c3nc4ccccc4n3C)coc2c(CN2CCN(C)CC2)c1O,-3%,6%,1%,-3,0%,-6%,4%,5%,0.0%,-5%
O=C(O)c1ccc(Cn2ccc3ccccc32)o1,10%,-1%,1%,-3,9%,0%,-20%,1%,-0.2%,1%
Cc1ccc(NC(=O)C2=C(O)c3sccc3N(C)S2(=O)=O)cc1,8%,.,12%,2,?,57%,-21%,12%,-0.1%,-9%
N#Cc1nc(-c2cccs2)oc1NCc1ccco1,5%,5%,1%,0,-4%,29%,3%,0%,-0.1%,-1%
O=C(Nc1ccon1)Nc1cc(Cl)ccc1Cl,?,-4%,9%,0,-3%,-36%,24%,-12%,-0.7%,0%
CCOc1cccc2sc(N(CCN(C)C)C(=O)CCS(=O)(=O)c3ccccc3)nc12,-12%,1%,.,.,.,4%,.,.,.,-1%
Cc1cc(OC(C)C)c2c(-c3ccccc3)cc(=O)oc2c1,26%,-1%,2%,?,-2%,-38%,-2%,0%,0.5%,0%
O=C1C(=O)N(CCCn2ccnc2)C(c2cccnc2)/C1=C(/O)c1ccc(F)cc1 (centres undefined),-4%,5%,-2%,2,2%,3%,-4%,1%,-0.3%,-3%
CN(c1ccc(F)cc1)S(=O)(=O)c1ccc2[nH]cc(C(=O)O)c(=O)c2c1,0%,-2%,7%,1,-4%,-10%,12%,3%,-0.2%,0%
CCOc1ccccc1NC(=O)CNC(=O)c1nn(-c2ccc(OC)c(OC)c2)c(=O)c2ccccc12,?,-2%,-1%,-1,?,-29%,7%,-1%,0.0%,2%
Cc1ccc(C(=O)Nc2cccc(N3C(=O)C4CCC(C)CC4C3=O)c2)cc1 (centres undefined),-6%,1%,10%,?,17%,41%,-1%,8%,-0.4%,-8%
COC(=O)c1c(C)[nH]c(C(=O)OC(C)C(=O)N2CCOCC2)c1C (centres undefined),-12%,0%,7%,-2,?,46%,.,11%,-0.1%,-2%
COc1ccc([C@@H]2[C@@H]3C(=O)N(C(C)(C)C)C(=O)[C@@H]3[C@]3(C)C(=O)N(c4ccc(C(F)(F)F)cc4)C(=O)N23)cc1,0%,1%,1%,0,3%,0%,-4%,.,0.3%,-5%
CC(C)(C)OC(=O)N1CCN(C(=O)OCC2c3ccccc3-c3ccccc32)CC1C(=O)O (centres undefined),3%,3%,.,.,.,9%,.,.,.,1%
Cc1ccc(Oc2ncnc(N)c2[N+](=O)[O-])cc1,2%,2%,2%,-1,3%,-6%,8%,6%,-0.2%,-1%
CCc1ccc(C(c2c(C)nn(-c3ccccc3)c2N)c2c(C)nn(-c3ccccc3)c2N)cc1,2%,-7%[46.1 µM],-3%,4,?,-31%,-6%,5%,-0.9%,-1%
COc1ccc(NC(=O)Nc2ccc(O)c3ccccc23)cc1,-63%[inhibitor],-2%,.,.,.,-29%,.,.,.,-1%
COc1ccccc1NC(=O)c1ccc(NC(=O)CN2CCCC2)cc1,21%,-9%,-2%,0,-3%,14%,3%,0%,0.1%,-9%
Clc1ccc(-n2cccc2CN2CCc3c([nH]c4ccccc34)C2c2ccccn2)nc1 (centres undefined),-15%,-11%,-1%,12,-5%,-21%,20%,-2%,-0.4%,-2%
COc1ccc(C(=O)Nc2ccc(N3CCC(C)CC3)cc2)cc1Br,-16%,.,-4%,?,9%,20%,3%,2%,0.3%,3%
Cc1cc(F)c(F)c(C(=O)N2CCOCC2)c1Cl,20%,-4%[46.1 µM],-1%,-1,-4%,0%,7%,9%,-0.4%,-6%
O=C(NCCSCc1c(F)cccc1Cl)c1ccco1,-2%,-2%,11%,0,?,?,-4%,7%,-0.1%,-1%
C/C(CC(=O)N1CCN(C=O)CC1)=N\NC(=O)c1cccc([N+](=O)[O-])c1,1%,-7%,0%,8,9%,-10%,-7%,6%,0.1%,-1%
CCOc1ccccc1OCCCC(=O)NNC(=O)c1nn(C)c(=O)c2ccccc12,6%,0%,-6%,-1,9%,-14%,.,-6%,-3.9%,-3%
C=CCn1c(Sc2nc(C)cs2)nc2c1c(=O)[nH]c(=O)n2C,6%,-7%,5%,-2,9%,2%,0%,3%,-2.2%,-10%
O=C(COC(=O)CCc1ccc(S(=O)(=O)N2CCOCC2)cc1)Nc1ccccc1OC(F)F,-5%,4%[46.1 µM],22%,.,29%,-1%,.,0%,-0.5%,-2%
COc1cccc(-n2c(N)c(-c3nc4ccccc4[nH]3)sc2=S)c1,13%,2%,-7%,26,?,-19%,0%,9%,-0.2%,1%
Cc1ccc(OCc2nnc(N)s2)cc1C,-12%,8%,-11%,4,?,?,-17%,15%,-0.1%,-6%
CCOC(=O)c1nnc(-c2ccc(C)cc2)nc1Oc1ccc(Cl)cc1Cl,4%,-3%,7%,.,26%,-4%,-5%,-1%,-0.4%,0%
CN(C)c1ccc(CNC2CC(C)(C)NC(C)(C)C2)cc1,-57%[inhibitor],-1%,-14%,-1,1%,0%,0%,?,0.1%,-9%
COc1ccc(OC)c(NC(=O)[C@@H]2CCCN2C(=O)c2cccs2)c1,-3%,-1%[46.1 µM],.,16,4%,-5%,0%,6%,2.7%,0%
Cc1ccc(COc2coc(CO)cc2=O)cc1,16%,-3%,3%,-1,?,?,1%,11%,-0.4%,-1%
O=C(O)CC(NC(=O)C12CC3CC(CC(C3)C1)C2)c1ccc(OC2CCCC2)cc1 (centres undefined),12%,0%,-3%,0,-9%,2%,-7%,1%,-0.1%,-4%
COc1ccc(/C=C/C(=O)NC(=S)Nc2ccccc2C(=O)NC2CCCCC2)cc1,-38%,.,3%,1,?,-28%,-1%,?,-0.1%,-5%
Cc1c(C(=O)Nc2nnc(C3CC3)s2)oc2ccccc12,?,10%,0%,11,?,44%,.,5µM*,-0.4%,-6%
O=C(CSc1ccc(-c2ccccc2)nn1)NC1CCCC1,?,-1%,2%,-2,-3%,-7%,5%,13%,-0.9%,.
CC1CN(S(=O)(=O)c2cccc(C(=O)OCC(=O)NCc3ccccc3)c2)CC(C)O1 (centres undefined),0%,-1%,6%,10,6%,0%,.,1%,-0.7%,0%
CN(CC(=O)Nc1ccc(Cl)c(C(F)(F)F)c1)C(=O)CCC(=O)c1ccccc1,-7%,4%,2%,17,?,-4%,.,0%,0.3%,-5%
C(/C=C/c1ccccc1)=N/N1CCN(c2ccccc2)CC1,13%,-4%,-3%,-5,?,7.9µM*,20%,8%,0.0%,0%
COc1ccc(NC(=O)C(c2ccccc2)N(C)C(=O)c2ccc(=O)[nH]c2)cc1 (centres undefined),-11%,-1%[46.1 µM],-1%,4,4%,4%,0%,5%,-1.6%,-3%
CC(C)(C)c1cc(C2=CSC3=NCCN23)cc(C(C)(C)C)c1O,0%,8%,6%,3,?,-31%,11%,18%,-1.0%,-3%
CC(NC(=O)c1ccc(F)cc1F)C1CC2CCC1C2 (centres undefined),17%,8%,-3%,?,5%,-7%,-8%,3%,-0.9%,0%
CN(C)CC1CCC/C(=C\c2ccc(OC(=O)/C=C/c3ccc(Cl)c(Cl)c3)cc2)C1=O (centres undefined),2%,-19%,.,.,.,11%,.,.,.,-4%
Cc1ccc(C)c(N(C(=O)c2ccco2)C(C(=O)NC2CCCC2)c2ccco2)c1 (centres undefined),-28%,3%,4%,9,-2%,-40%,3%,-1%,-0.5%,-2%
N#Cc1ccc(OC(=O)C2CCN(C3=NS(=O)(=O)c4ccccc43)CC2)cc1,5%,-6%,0%,2,10%,-9%,.,2%,-0.5%,-2%
c1ccc(OCc2nnnn2-c2ccccc2)cc1,?,4%[46.1 µM],5%,6,21%,-33%,5%,-15%,-1.4%,0%
NC(=O)C1(N2CCCCC2)CCN(Cc2ccc(Br)cc2)CC1,-19%,-4%,-1%,3,?,2%,-11%,0%,-0.8%,-11%
O=[N+]([O-])c1cccc2ncccc12,-7%,0%,114%,.,?,1%,-8%,0%,-0.5%,-5%

# As entered above:
# c1ccc(OCc2nnnn2-c2ccccc2)cc1 in TCR activator is listed with 4%[46.1 µM]
# NC(=O)C1(N2CCCCC2)CCN(Cc2ccc(Br)cc2)CC1 in a7 integrin act is listed with -19%
